Bcl-B displacement = displacers of TR3 peptide from Bcl-B, primary screen, selectivity assay for Bfl-1 inhibitor project, biochemical, fluorescence polarization; Bcl-2-like protein 10 (Homo sapiens); FP displacement of FITC-TR3 peptide from Bcl-B; higher % means a stronger effect; displacement, % at 20 µM; hits with a dose series show IC50 in µM; 96,000 compounds, 0.11% hits;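 active = displacement above 50% at 20 µM plus a fluorescence interference ratio under 1.5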;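 note: plate controls were wells without compound for no effect and wells lacking Bcl-B protein for full effect; a part of the inactive calls stands beside numbers as strong as those of hits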
IL1B NFkB inh = inhibitors of IL-1B driven NFkB p65 nuclear import, primary screen, imaging, HUVEC, IL-1B stimulus, high-content imaging; HUVEC IL-1B NFkB p65 nuclear translocation imaging; inhibition, % at 2 µM; 94,000 compounds, 0.43% hits;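 active = inhibition above about 30% together with a positive call from visual inspection of the well image, limit read from the data; inconclusive = inhibition above a set limit but visual check negative; inactive = inhibition not above a set limit, visual check negative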;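 note: nuclear over cytoplasmic p65 intensity ratio measured by imaging; 0% = IL-1B stimulated DMSO wells and 100% = unstimulated DMSO wells; values of inactives mirror those of a sister screen read the other way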
PLAP inhibition = PLAP enzyme inhibitors, biochemical, luminescence, HTS (AID 690); Alkaline phosphatase, placental type (Homo sapiens); purified PLAP, luminescent substrate; higher % means a stronger effect; one-dose inhibition, % at 20 µM; IC50 in µM for titrated hits; 96,000 compounds, 0.08% hits; in the data active = a potency from the dose series; inactive = the rest, 99 in 100 with inhibition below about 30%; note: strong numbers were not always called active
MRP reversal = reversal of MRP1-mediated doxorubicin resistance, primary screen, H69AR cells, doxorubicin co-treatment. H69AR cells + 2 uM doxorubicin, CellTiter-Glo, 72 h. differential viability (reversal), % at 10 µM. 85,000 compounds, 0.04% hits;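 active = viability drop by adding the cancer drug above about 55%, with treated viability meeting a 40% cutoff, limit read from the data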;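 note: viability without doxorubicin minus viability with 2 µM doxorubicin for each compound; larger differential means the compound sensitizes cells more to doxorubicin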
IL1B NFkB pot = enhancers of NFkB p65 translocation in HUVEC – imaging, IL-1B stimulus, high-content imaging, primary screen | AID 819, 2007 | 94,000 compounds, 0.3% hits | activation, % at 2 µM | HUVEC IL-1B NFkB p65 nuclear translocation imaging;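 active = activation above 40%, about the mean plus 3 SD, also judged a hit on visual image review; inconclusive = activation above 40% but not a hit on visual review; inactive = activation not above 40% and no visual hit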;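 note: percent activation is computed from the nuclear over cytoplasmic p65 intensity ratio; values of inactives mirror those of a sister screen read the other way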
MRP reversal cytotoxicity = also measured in MRP reversal; calls as there; viability, %; H69AR cells, CellTiter-Glo, 72 h; measured here: cytotoxicity without doxorubicin
MRP reversal with doxorubicin = recorded beside MRP reversal, whose call it bears; viability, %; measured here: viability with 2 uM doxorubicin; hits give low values
IL1B NFkB inh cell count 2 µM = recorded beside IL1B NFkB inh, whose call it bears; cell count; measured here: cells passing quality filter;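 raw number of nuclei counted in each imaged well without normalization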
IL1B NFkB pot cell count 2 µM = further read-out of IL1B NFkB pot, marked with its call; cell count; measured here: cells passing quality filter
Numbers without * were called inactive; ? = inconclusive; . = no result given.

SMILES	Bcl-B displacement	IL1B NFkB inh	IL1B NFkB inh cell count 2 µM	PLAP inhibition	MRP reversal	MRP reversal cytotoxicity	MRP reversal with doxorubicin	IL1B NFkB pot	IL1B NFkB pot cell count 2 µM
CCC(=O)N(Cc1ccco1)c1nc(-c2ccccc2)cs1	-5.2%	-0.9	170	8.0%	4.4	93.7	89.3	0.9	170
CSCCC(NS(=O)(=O)c1ccc2c(c1)oc(=O)n2C)C(=O)NC1CCCCC1 (configuration not stated)	-3.1%	0.0	59	3.9%	10.0	98.7	88.7	0.0	59
Cc1cccnc1NC(=S)NC(=O)/C=C/c1ccco1	-7.6%	-5.7	143	-17.4%	8.4	98.7	90.3	5.7	143
CC(Sc1cccc2cccc(C(=O)O)c12)C(=O)O (configuration not stated)	-3.5%	0.1	131	-2.8%	-15.1	98.5	113.6	-0.1	131
CCCCNC(=O)C(NS(=O)(=O)c1cccc2nsnc12)c1ccccc1 (configuration not stated)	1.8%	.	.	3.4%	.	.	.	.	.
CCn1c(Sc2ccc(N)cc2Cl)nc2ccccc21	-3.1%	-2.9	64	9.1%	-24.0	34.1	58.1	2.9	64
CCCCCSc1nc2c(cnn2-c2ccccc2)c(=O)[nH]1	-3.7%	-7.5	161	5.0%	-15.5	26.5	42.0	7.5	161
Cc1csc(NC(=O)COc2ccc3c(C)cc(=O)oc3c2)n1	-3.8%	-19.0	167	4.8%	.	.	.	19.0	167
O=c1cc(CSc2nnnn2-c2ccccc2)[nH]c2[nH]n(-c3ccccc3)c(=O)c12	18.4%	-10.6	133	-19.6%	13.3	99.4	86.1	10.6	133
COc1cccc(CC(=O)NCC2COc3ccccc3O2)c1OC (configuration not stated)	-1.4%	-8.0	119	-22.5%	0.8	81.7	81.0	8.0	119
O=C(Nc1nc2c(s1)CCCC2)c1ccc(Br)o1	-3.7%	0.2	97	13.2%	-10.6	62.5	73.1	-0.2	97
CCN(CC)CCCNC(=O)C1c2cc(OC)c(OC)cc2C(=O)N(C)C1c1cccs1 (configuration not stated)	5.9%	-4.7	189	-33.8%	-11.7	98.7	110.4	4.7	189
O=C(c1ccccc1)N1CCCC(c2nc3c(nnn3Cc3ccccc3)c(=O)[nH]2)C1 (configuration not stated)	-0.5%	-8.5	174	-33.9%	3.7	87.1	83.4	8.5	174
CCCCNC(=O)c1ccc2c(OCC)n(CCCC)nc2c1	-8.4%	2.9	116	-1.5%	.	.	.	-2.9	116
O=C(Cn1nc(-c2ccc(F)cc2)ccc1=O)Nc1ccc(C(=O)NC2CC2)cc1	1.0%	-2.6	157	6.6%	.	.	.	2.6	157
Brc1ccc(-c2nc(-c3ccncc3)no2)o1	-3.9%	3.3	107	22.0%	8.7	98.1	89.4	-3.3	107
N#Cc1c(/N=C/c2ccco2)sc2c1CCC2	-10.8%	-29.4	121	19.9%	-17.1	74.8	92.0	29.4	121
O=C(Cc1cccs1)Nc1nnc(CCc2ccccc2)s1	-0.1%	0.3	101	-38.8%	-6.9	95.3	102.2	-0.3	101
O=C(CSc1ncc(-c2ccc(F)cc2)[nH]1)Nc1cccc(O)c1	3.3%	5.5	131	9.7%	-2.6	80.1	82.7	-5.5	131
O=c1nc(/C=C/c2ccc(-c3ccc(F)cc3)o2)cc(C(F)(F)F)[nH]1	-18.5%	-5.6	128	-82.8%	-7.7	58.6	66.3	5.6	128
Cn1ccnc1SCc1cc(=O)[nH]c2ccccc12	-0.4%	-27.6	114	11.6%	6.8	91.7	84.9	27.6	114
CCOC(=O)CC1ON(C)C(=O)N1c1ccc([N+](=O)[O-])cc1 (configuration not stated)	-1.9%	-11.9	169	1.8%	-5.2	84.0	89.1	11.9	169
CCOC(=O)c1sc(NC(NC(=O)c2ccco2)(C(=O)OC)C(F)(F)F)nc1C (configuration not stated)	9.6%	17.9	87	-7.6%	3.3	95.5	92.2	-17.9	87
CCc1cc2ccc(C)cc2nc1SCC(=O)N1CCN(C(=O)c2ccco2)CC1	-2.9%	-0.7	125	-73.7%	-21.1	36.3	57.4	0.7	125
CCCCN1Cc2cc(C(=O)c3cc(F)ccc3O)cnc2NC1=O	-1.7%	-2.6	183	-17.5%	2.7	70.4	67.8	2.6	183
Cc1ccc(CN(CC(=O)NCCc2ccccc2)C(=O)CCCC(=O)Nc2cc(C)on2)cc1	2.4%	0.2	115	-34.9%	7.3	105.3	98.0	-0.2	115
COc1cccc(NC(=O)Cn2c(=O)n(CCCC(=O)NCc3ccco3)c(=O)c3ccccc32)c1	-8.1%	-22.5	173	-5.7%	5.0	89.4	84.4	22.5	173
CS(=O)(=O)N(CC(=O)N1CCc2ccccc2C1)Cc1ccccc1	0.4%	-23.8	137	-116.9%	16.5	93.0	76.5	23.8	137
COC(=O)C1=C(N)Oc2cc(C)n(Cc3ccccc3)c(=O)c2C1c1ccccc1 (configuration not stated)	-8.0%	-15.0	123	-2.2%	8.7	89.8	81.1	15.0	123
Cc1cc(C)c(S(=O)(=O)N(C2=NCCS2)S(=O)(=O)c2c(C)cc(C)cc2C)c(C)c1	.	-16.8	125	.	-57.1	22.3	79.4	16.8	125
CSc1nc(C)cc(OCCNS(=O)(=O)c2cc(C)ccc2C)n1	-8.0%	.	.	18.5%	7.3	73.3	65.9	.	.
O=C(CCNS(=O)(=O)c1cccc2nsnc12)Nc1ccc2c(c1)OCCO2	7.3%	12.6	64	19.7%	2.7	84.7	82.0	-12.6	64
CC1CCc2cc(F)cc3c(O)c(C(=O)NCc4ccco4)c(=O)n1c23 (configuration not stated)	-4.6%	7.7	103	-12.1%	2.2	74.5	72.3	-7.7	103
Cc1n[nH]c(C)c1CCCOc1ccccc1	4.4%	0.6	136	-75.2%	16.7	105.4	88.7	0.5	78
O=NC1=C(c2c(O)[nH]c3ccccc23)CCCC1	-2.8%	-11.2	99	-9.8%	4.5	69.3	64.8	11.2	99
COc1ccc(C2NC(=O)CS2)cc1OC (configuration not stated)	-8.6%	0.0	95	18.3%	-1.6	95.3	96.9	0.0	95
CCc1nc(N)c(C#N)c(-c2ccccc2OC)c1C	-9.8%	-12.9	139	-3.9%	-18.0	76.8	94.8	12.9	139
COc1ccc(-c2nc(S(=O)(=O)c3ccc(C)cc3)c(N3CCCC3)o2)cc1	-2.1%	9.9	111	14.9%	-1.4	94.9	96.4	-9.9	111
CCn1c(SCC(=O)c2ccccc2)nnc1-c1cccs1	0.9%	-24.3	60	5.0%	13.7	92.0	78.3	24.3	60
Cc1ccc(N=c2oc3cc(O)ccc3cc2C(N)=O)cc1	-12.9%	3.3	199	-26.4%	-20.9	39.4	60.3	-3.3	199
CCOc1ccc(C(=O)NN2C(=O)C3C4C=CC(O4)C3C2=O)cc1 (configuration not stated)	2.2%	-4.7	160	3.9%	.	.	.	4.7	160
CCOc1ccc(NC(=O)c2cnc3scc(C)n3c2=O)cc1	-2.2%	.	.	-23.4%	-10.7	92.3	103.0	.	.
COc1ccc(C(=O)CCC(=O)O)c(C)c1	4.8%	-0.1	160	0.5%	2.0	96.1	94.1	0.1	160
CCOC(=O)/C(=N\Nc1cccc(C(F)(F)F)c1)N(CCOC)CCOC	2.1%	-6.9	184	-66.3%	.	.	.	6.9	184
O=S(=O)(Nc1ccc2c(c1)nc1n2CCN(Cc2ccccc2)C1)c1ccc(Cl)cc1	-171.2%	15.1	187	-84.5%	6.9	85.4	78.5	-15.1	187
COc1ccc(-c2noc(-c3ccccc3-c3ccccc3)n2)cc1	-7.3%	5.3	169	5.5%	-24.8	49.6	74.4	-5.3	169
CC1(O)C(=O)c2ccccc2N(c2ccccc2)C1=O (configuration not stated)	.	-9.4	118	.	17.3	98.7	81.4	9.4	118
O=C(c1ccc(Cl)cc1)c1ccc(OCC(O)CN2CCCCC2)cc1 (configuration not stated)	-2.0%	-24.7	188	-45.7%	2.5	64.1	61.6	24.7	188
O=C1C2ON(c3ccc(Br)cc3)C(c3cccnc3)C2C(=O)N1C1CCCCC1 (configuration not stated)	3.6%	-15.8	152	-3.2%	.	.	.	15.8	152
Cn1c(COc2ccccc2)nnc1SCC(=O)Nc1ccc(S(N)(=O)=O)cc1	17.4%	6.1	184	3.1%	5.0	95.2	90.2	-6.1	184
Cc1cc2ccccc2c(=O)[nH]1	-6.6%	.	.	22.0%	-1.5	97.3	98.8	.	.
Cc1cc(=O)[nH]c(SCC(=O)Nc2nc(-c3ccccc3)cs2)n1	-39.1%	7.1	197	-15.4%	4.7	87.9	83.2	-7.1	197
O=C(C1CCN(S(=O)(=O)c2cccc3cccnc23)CC1)N1CCN(c2ccccc2)CC1	2.0%	.	.	-35.2%	10.4	82.6	72.3	.	.
CC(C)N(c1ccccc1)c1ncnc(NCCC(=O)O)c1[N+](=O)[O-]	-0.3%	-2.8	129	-10.6%	.	.	.	2.8	129
COc1ccc(NC(=O)CSc2nnc(Cc3ccccc3)o2)c(OC)c1	-11.1%	-52.1	191	-128.9%	2.8	87.8	85.0	?	.
CCN1CN=C(NS(=O)(=O)c2ccc(C)cc2)NC1	-4.3%	-5.3	148	22.9%	0.8	89.0	88.2	5.2	148
CCOCC(=O)Nc1ccc(C)c(Cl)c1	-2.0%	0.1	168	12.5%	1.0	61.5	60.5	5.6	71
COc1ccc(OC)c(C2=Nn3c(nnc3-c3ccco3)SC2)c1	-15.6%	-6.7	112	6.7%	5.1	54.0	48.9	6.7	112
Cn1cccc1C(=O)OCc1csc(-c2ccccc2)n1	-20.7%	-10.5	220	-1.6%	-18.3	74.0	92.3	10.5	220
CCOC(=O)C1=C2SCCN2C(=O)C(C#N)C1(C)C (configuration not stated)	-1.6%	-11.3	124	-13.5%	15.4	104.6	89.3	11.3	124
CC(NC(=O)C12CC3CC(CC(C3)C1)C2)C(=O)NCCN(C)C (configuration not stated)	2.3%	7.3	149	7.1%	6.7	103.2	96.5	-7.3	149
CCCCOc1ccc(C(C)NC(=O)C2CCCN(S(=O)(=O)CC)C2)cc1 (configuration not stated)	-9.1%	-19.9	140	-6.2%	8.9	90.9	82.0	19.9	140
O=C(NCc1cccnc1)C1CC(=O)N(c2ccc(F)cc2)C1 (configuration not stated)	-5.4%	-14.3	124	14.1%	-6.7	87.2	93.8	14.3	124

5 entries already listed, sorted by number of heavy atoms, ascending.
SMILES	Bcl-B displacement	IL1B NFkB inh	IL1B NFkB inh cell count 2 µM	PLAP inhibition	MRP reversal	MRP reversal cytotoxicity	MRP reversal with doxorubicin	IL1B NFkB pot	IL1B NFkB pot cell count 2 µM
Cc1cc2ccccc2c(=O)[nH]1	-6.6%	.	.	22.0%	-1.5	97.3	98.8	.	.
CCOC(=O)C1=C2SCCN2C(=O)C(C#N)C1(C)C (configuration not stated)	-1.6%	-11.3	124	-13.5%	15.4	104.6	89.3	11.3	124
CC(NC(=O)C12CC3CC(CC(C3)C1)C2)C(=O)NCCN(C)C (configuration not stated)	2.3%	7.3	149	7.1%	6.7	103.2	96.5	-7.3	149
COc1ccc(-c2noc(-c3ccccc3-c3ccccc3)n2)cc1	-7.3%	5.3	169	5.5%	-24.8	49.6	74.4	-5.3	169
O=C1C2ON(c3ccc(Br)cc3)C(c3cccnc3)C2C(=O)N1C1CCCCC1 (configuration not stated)	3.6%	-15.8	152	-3.2%	.	.	.	15.8	152

Some of the compounds tested; rates above refer to the full screens.
